High-throughput results (PubChem BioAssay)
HEK293 tox: HEK 293 cell cytotoxicity | HEK 293 viability, ATP luminescence (CellTiter-Glo), 48-72 h | Potency, µM (series often up to 115 µM), for inactives: top-dose activity change, negative = cytotoxicity, hits mostly inhibitors | 6.6% of 94,000 active; further: potency means the concentration at half of the fitted maximal effect; nearly all actives have a fitted effect of over 60% in size
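Cytotoxicity was scored by loss of ATP-coupled luminescence (CellTiter-Glo) in HEK 293 cells. Compound treatment ran 48 or 72 hr at 37 degree Celsius, 5% CO2, 95% humidity.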
GPT2 inhibitor: blocks human glutamate pyruvate transaminase 2; Q8TD30; Recombinant GPT2, coupled pyruvate oxidase/HRP Amplex Red fluorescence; Potency, µM (doses to about 57.7 µM), for the others: at the top dose activity change, negative = inhibition, most hits filed as inhibitors; 0.25% of 100,000 active; AID 1671188; further: potency means the concentration at half of the fitted maximal effect; nearly all actives have a fitted effect of over 60% in size; many of its hits are not listed in these tables
Target sequence (Q8TD30 whole entry, looked up): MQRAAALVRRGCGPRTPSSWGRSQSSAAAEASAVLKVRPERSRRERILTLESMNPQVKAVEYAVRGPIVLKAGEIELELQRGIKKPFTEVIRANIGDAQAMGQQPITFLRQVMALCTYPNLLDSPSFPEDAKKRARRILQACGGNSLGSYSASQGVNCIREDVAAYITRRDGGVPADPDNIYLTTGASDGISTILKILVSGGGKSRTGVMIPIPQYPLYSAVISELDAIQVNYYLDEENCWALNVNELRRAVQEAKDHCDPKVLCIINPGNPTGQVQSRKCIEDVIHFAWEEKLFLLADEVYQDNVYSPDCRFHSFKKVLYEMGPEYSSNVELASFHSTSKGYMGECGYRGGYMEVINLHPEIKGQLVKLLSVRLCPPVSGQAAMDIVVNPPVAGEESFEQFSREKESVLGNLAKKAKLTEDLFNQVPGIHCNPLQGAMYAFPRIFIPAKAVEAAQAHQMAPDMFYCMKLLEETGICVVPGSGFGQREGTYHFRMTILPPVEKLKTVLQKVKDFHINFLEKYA
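Inhibition is scored from Amplex Red fluorescence generated when pyruvate oxidase and HRP act on pyruvate released by GPT2. Reactions contain 10ng/uL enzyme, 250uM a-KG and 2mM L-alanine and run 30 min at room temperature.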
IP6K1 inhibitor: inhibitors of human IP6K1. activity change, % (series mostly up to about 58 µM). IP6K1 kinase, ADP-Glo luminescence, 2 h; hits give low values. Q92551. 0.81% of 140,000 active; in the data active means activity change below about -25%
Target sequence (Q92551 whole entry, looked up): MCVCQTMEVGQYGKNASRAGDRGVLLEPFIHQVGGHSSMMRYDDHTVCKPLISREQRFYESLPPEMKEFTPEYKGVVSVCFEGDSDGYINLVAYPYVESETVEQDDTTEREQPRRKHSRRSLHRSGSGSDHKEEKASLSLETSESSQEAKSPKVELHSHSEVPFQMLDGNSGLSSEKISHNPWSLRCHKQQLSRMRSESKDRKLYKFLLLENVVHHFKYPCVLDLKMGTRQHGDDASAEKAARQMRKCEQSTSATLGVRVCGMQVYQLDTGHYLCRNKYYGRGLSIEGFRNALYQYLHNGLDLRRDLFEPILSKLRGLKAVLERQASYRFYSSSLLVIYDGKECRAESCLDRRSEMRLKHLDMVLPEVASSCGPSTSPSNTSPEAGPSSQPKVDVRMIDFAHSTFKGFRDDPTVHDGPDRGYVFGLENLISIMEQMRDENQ
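ADP-Glo luminescence measures ADP made by human IP6K1 during a 2 h RT reaction with ATP/IP6 (mix at 1.3 mM/130 uM); top library doses 57.5 and 19.1 uM final.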
3T3 cytotox: kills NIH 3T3 cells; NIH 3T3 viability, CellTiter-Glo ATP luminescence, 48-72 h; Potency, µM (series often up to 96.7 µM), for the others: at the top dose activity change, negative = cytotoxicity, actives largely listed as inhibitors; 4.3% of 94,000 active; further: potency means the concentration at half of the fitted maximal effect; nearly all actives have a fitted effect of over 55% in size
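Cytotoxicity was measured by CellTiter-Glo ATP luminescence after 48 or 72 h compound exposure at 37 °C. Mouse NIH 3T3 fibroblasts were seeded at 400 cells/well and dosed by 23 nL pin transfer.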
FLuc inh: Photinus pyralis luciferase inhibition | Potency, µM (highest dose often 115 µM), inactives show at the highest dose activity change, negative = inhibition, actives largely listed as inhibitors | AID 1347043 | purified P. pyralis luciferase, luminescence, biochemical | 2.5% of 76,000 active; further: potency means the concentration at half of the fitted maximal effect; nearly all actives have a fitted effect of over 65% in size
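Luminescence read by CCD imager after adding enzyme (10nM final) to wells holding compound, titrated in qHTS. Substrates 10uM each D-luciferin and ATP; buffer 50mM Tris acetate pH 7.5, 10mM Mg acetate, Tween-20, BSA.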
SNCA expr inhib: reduces expression of the alpha-synuclein gene; HEK-293 SNCA-luciferase knock-in, luminescence, 24 h; 0.17% of 140,000 active; Potency, µM (series often up to 57.2 µM), without a hit: at the top dose activity change, negative = inhibition, hits mostly inhibitors;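 further: potency means the concentration at half of the fitted maximal effect; plate controls were DMSO cells for no effect and cell-free wells for full effect; nearly all actives have a fitted effect of over 45% in size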
HEK293 viab: counter-screen for SNCA expression inhibitors: cell viability; HEK-293-SNCA-luc viability, GF-AFC fluorescence, 24 h; Potency, µM (doses to about 57.1 µM), without a hit: at the top dose activity change, negative = cytotoxicity, most hits filed as cytotoxic; 0.12% of 150,000 active;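 further: potency means the concentration at half of the fitted maximal effect; 0% = DMSO-treated cells and -100% = medium-only wells without cells; nearly all actives have a fitted effect of over 30% in size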
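Cytotoxicity counterscreen: after 24 h compound treatment of genome-edited SNCA-luciferase HEK-293 cells, live-cell protease substrate GF-AFC read by fluorescence after 30 min; activity scaled between DMSO (0%) and medium-only (-100%), curves Hill-fitted.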
* = called active by the depositor; i = inactive; ? = inconclusive; · = no result given; [ ] = another dose, or the depositor's remark. Unless noted, the call rests on the fitted dose curve; in most records, active means well fitted curve in the direction sought with a large enough effect; inconclusive means small, poorly fitted or top-dose-only effect, or another doubt; inactive means no such curve, though single readings can be large; an effect the other way counts as inactive or inconclusive. Unless noted, on the % scale 0 is the no-effect control and ±100 the full control effect.

SMILES	HEK293 tox	GPT2 inhibitor	IP6K1 inhibitor	3T3 cytotox	FLuc inh	SNCA expr inhib	HEK293 viab
COc1cccc(CC(=O)N2CCCN(Cc3ccncc3)C(c3ccccc3)CC(=O)NCC2)c1 (stereo not given)	?	2%	11	-22%	5%	9%	-9%
Cc1ccc(-c2cccc(CN3CCCC(NC(=O)c4ccccc4Cl)C3)c2)cc1Cl (stereo not given)	?	?	3	?	·	23%	5%
CC(C)(C)C(=O)NCc1c[nH]c2ncccc12	-23%[172 µM]	i	4	-15%[138 µM]	-14%[172 µM]	?	14%[87.6 µM]
CC(C)(C)CC(=O)N1CCn2c(nnc2[C@@H]2C[C@@H](O)CN2Cc2ccccc2)C1	-25%	i	-6	-13%	-4%	-6%	-7%[12.5 µM]
Cc1ccc(-c2noc([C@@H]3CCCN3C(=O)c3ccc4c(c3)OCO4)n2)cc1	?	-7%	12	-24%	-20%	42%[activator]	?
O=C1CC(c2ccccc2)N(C(=O)CNC(=O)CN2CCOCC2)CCCCCN1 (stereo not given)	i	-9%	1	i	-1%	4%	-1%
COc1ccc(-c2cccc(C(=O)N3CCC(NC(=O)c4ccc5c(c4)OCO5)CC3)c2)nn1	-30%	·	5	-26%	·	·	·
CC(C)c1noc(-c2cccn3c(CNC(=O)c4ccccc4)nnc23)n1	i	i	4	-3%	-6%	-9%	2%
CCn1ccc(C(=O)NCC(=O)N2CCCCCCNC(=O)CC2c2ccccc2)n1 (stereo not given)	-16%	-7%	1	-1%	-1%	-2%	0%
CCCN(CC1CCOC1)C(=O)Cc1c(F)cccc1Cl (stereo not given)	-13%	i	13	-12%	-4%	-17%	-3%
Cc1ccc2c(c1)c1c(c(=O)n(-c3ccccc3)c(=O)n1CC(=O)NCC1CCCO1)n2C (stereo not given)	·	·	-2	·	·	-13%	?
CN(Cc1cccnc1)Cc1nc(C2(O)CCN(CC3CCCCC3)CC2)cs1	-28%[172 µM]	-3%[88.5 µM]	-1	-5%[174 µM]	4%[172 µM]	-4%[87.6 µM]	1%[87.6 µM]
Cc1cc(=O)n(CC(=O)Nc2cc(Cl)ccc2C)c(N2CCC(C)CC2)n1	35µM*	3%	27	35µM*	-1%	?	-5%
O=C(NC1CCCCC1)c1ccc2c(c1)N(Cc1ccccc1)C(=O)c1ccccc1S2	·	·	3	·	·	-10%	12%
COc1ccc(OC)c(CNC(=O)c2ccc3c(c2)C(O)CCCCCN3C)c1 (stereo not given)	?	i	3	?	-7%	10%	-2%
CN(C)CCN(Cc1ccco1)C(=O)c1cc2c(s1)-c1ccccc1OC2	·	·	11	·	·	-9%	10%
O=C(NCC(F)(F)F)C1CCN(c2nccc(Nc3ccccc3Cl)n2)CC1	?	i	9	?	·	-13%	0%[12.5 µM]
Cc1ccccc1COC(=O)c1ccc(-c2nnn(Cc3ccccc3F)n2)cc1	·	·	35	·	·	-4%	4%
O=C(OOC(=O)c1ccccc1)c1ccccc1	·	i	5	·	·	-13%[25.6 µM]	-5%[23.9 µM]
Cc1cc(-c2cc3c(cn2)CN(CC2CCOC2)CCN3)ccn1 (stereo not given)	-30%[172 µM]	i	-2	?	?	110%[activator][87.6 µM]	8%[87.6 µM]
CCOc1ccc(C(=O)N2CCC(Cc3nc(-c4cnccn4)no3)CC2)cc1	-27%	i	1	?	12%	-4%	5%
COc1ccc(-c2cn3cccnc3n2)cc1NC(=O)c1c(F)cccc1F	·	·	2	·	·	24%	2%
CN1C(=O)Cc2cc(S(=O)(=O)CCC(=O)Nc3ccc(Cl)cc3)ccc21	·	·	-4	·	·	-6%	8%
Cc1nn(-c2ccccc2)c2c1C(C)N(C1CCCN(C(=O)C3CC3)C1)C2=O (stereo not given)	-2%	·	4	-11%	·	·	·
O=C(N[C@@H]1CCNC[C@H]1O)c1cccc(-c2ccc(OC(F)(F)F)cc2)c1	?	1%	24	18µM*	5%	10%	-7%
O=C([C@@H]1C[C@H](F)CN1S(=O)(=O)c1ccc(Cl)s1)N1CCc2ccccc2C1	5%	-6%	15	4%	1%	5%	5%
CC1CN(C(=O)N2CCC(C(=O)NC3CCCCCC3)CC2)c2cc(Cl)ccc2O1 (stereo not given)	·	·	11	·	·	34%[activator]	6%
O=C(NCCc1ccncc1)C1c2ccccc2C(=O)N(Cc2ccccc2)C12CCCC2 (stereo not given)	?	-2%	9	?	-1%	-10%	?
COCCNC(=O)CC1=C2CCCCC2N(Cc2ccccc2)C1=O (stereo not given)	-23%	i	-5	-23%	·	-1%	-13%
CCOC(=O)C1(Cc2ccccc2)CCCN(C(=O)c2ccccc2SC)C1 (stereo not given)	45µM*	i	20	?	?	58%[activator]	-20%
CCCN(CC1CC1)C(=O)C1CCCCC(=O)N1Cc1cccc(OC)c1 (stereo not given)	-25%	-18%	24	-13%	0%	-29%	-22%
CCOC(=O)c1cc(-c2ccccc2)n(-c2cccc(C(=O)NC(C)CC)c2)c1C (stereo not given)	·	·	21	·	·	?	-16%
COc1cccc([S+](=O)([O-])N2CCCC3(CC(c4ccccn4)=NO3)C2)c1 (stereo not given)	-21%	1%	0	-18%	·	-24%	1%
CCCc1ccc(NC(=O)C2CCN(c3cnccn3)CC2)cc1	·	·	0	·	·	-16%	-15%
CCOC(=O)[C@H](CCc1ccccc1)N[C@@H](C)C(=O)N1Cc2cc(OC)c(OC)cc2C[C@H]1C(=O)O	·	i	7	·	·	-22%[25.6 µM]	-7%[23.9 µM]
CCOc1ccc(C(=O)Nc2ccc3oc(-c4cccc5ccccc45)nc3c2)cc1	·	·	18	·	·	3%	-7%
COCCNC(=O)c1cc(-c2ccc(F)cc2)c2nncn2n1	-3%[172 µM]	1%[88.5 µM]	9	-15%[138 µM]	·	16%[87.6 µM]	-3%[87.6 µM]
COc1cc2c(cc1OC)n(CC(=O)c1ccc(C)cc1C)c(=O)n1nc(CCn3nc(C)cc3C)nc21	·	·	4	·	·	-16%	2%
CNC(=O)N1CCC(C2CCN(Cc3cccc(OC)c3OC)C2)CC1 (stereo not given)	-9%	5%	2	-15%	-1%	-4%	-1%[12.5 µM]
C[C@@H]1O[C@@H](O[C@H]2[C@H](O[C@H]3[C@H](O[C@H]4CC[C@@]5(C)C(CC[C@]6(C)C5CC=C5[C@@H]7CC(C)(C)C[C@@H](O)[C@]7(C)CC[C@]56C)[C@@]4(C)CO)O[C@H](C(=O)O)[C@@H](O)[C@@H]3O)OC[C@H](O)[C@@H]2O)[C@H](O)[C@H](O)[C@H]1O (stereo not given in full)	·	-11%[17.1 µM]	27	·	·	·	-16%[12.5 µM]

An excerpt of these results, field by field.
CCCN(CC1CC1)C(=O)C1CCCCC(=O)N1Cc1cccc(OC)c1 (stereo not given)
  HEK293 tox: -25%; GPT2 inhibitor: -18%; IP6K1 inhibitor: 24; 3T3 cytotox: -13%; FLuc inh: 0%; SNCA expr inhib: -29%; HEK293 viab: -22%
CCOC(=O)c1cc(-c2ccccc2)n(-c2cccc(C(=O)NC(C)CC)c2)c1C (stereo not given)
  HEK293 tox: ·; GPT2 inhibitor: ·; IP6K1 inhibitor: 21; 3T3 cytotox: ·; FLuc inh: ·; SNCA expr inhib: ?; HEK293 viab: -16%
COc1cccc([S+](=O)([O-])N2CCCC3(CC(c4ccccn4)=NO3)C2)c1 (stereo not given)
  HEK293 tox: -21%; GPT2 inhibitor: 1%; IP6K1 inhibitor: 0; 3T3 cytotox: -18%; FLuc inh: ·; SNCA expr inhib: -24%; HEK293 viab: 1%

More structures.
SMILES	HEK293 tox	GPT2 inhibitor	IP6K1 inhibitor	3T3 cytotox	FLuc inh	SNCA expr inhib	HEK293 viab
COc1ccccc1N1CCCc2ncc(C(=O)N3CCCC[C@@H]3Cc3ccccc3)cc21	?	i	3	?	11%	7%	-13%
CCOCC(=O)N1C[C@@H](Oc2ccccc2)C[C@H]1C(=O)N1CCCC1	-7%	-14%	5	-13%	0%	37%[activator]	8%
Cc1ccc(-c2nnc(SCC(=O)NCCC(C)C)nc2-c2ccc(C)cc2)cc1	·	·	-5	·	·	-17%	8%
Cc1cccc(C(=O)Nc2cccc(C(=O)OCc3cc(=O)n4ccsc4n3)c2)c1	·	·	3	·	·	15%	-10%
COc1cccc(CNC(=O)c2cc(-c3c(C)cccc3C)nc3c2cnn3C)c1	?	i	-5	?	·	-28%	6%
COCC(=O)N1CCCC(c2nn(C)c(=O)n2C(C)C)C1 (stereo not given)	-1%	-4%	-1	-6%	-11%	-21%	3%
Cc1ccc(-n2c(=O)c3c(c4cc(C)ccc4n3C)n(CC(=O)c3ccc(Cl)cc3)c2=O)cc1	·	·	10	·	·	12%	3%
CCOC(=O)CC(NC(=O)CCc1c(C)nc2c(c1C)c(=O)n(C)c(=O)n2C)c1ccc(OCC)c(OC)c1 (stereo not given)	·	·	16	·	·	8%	?
Cc1noc(/C=C/c2cccs2)c1S(=O)(=O)N1CCC(C(=O)NCc2ccccc2Cl)CC1	·	·	18	·	·	17%	8%
Cc1cccc(NC(=O)N2CCc3c(C(=O)N(C)Cc4ccco4)cccc32)c1	?	-10%	-4	?	?	2%	-30%
COc1ccc(-c2cc(N3CCC(NC(=O)c4cccc(C#N)c4)C3)n[nH]2)cc1 (stereo not given)	35µM*	?	2	?	-12%	1%	-12%
COc1ccc(Cn2c(=O)[nH]c3cccnc32)cc1	-19%[172 µM]	5%[88.5 µM]	0	-13%[138 µM]	-1%[172 µM]	3%[87.6 µM]	6%[87.6 µM]
CC1CCN(S(=O)(=O)c2cc(C(=O)NCc3ccc(N(C)C)cc3)n(C)c2)CC1	·	·	12	·	·	7%	-6%
Cc1cc(C)cc(C(=O)Nc2cccc(-c3nc4ncccc4o3)c2C)c1	·	·	19	·	·	35%	-1%
COc1ccc(CNC(=O)c2cc3cn(C(C)C)cc3s2)cc1	-19%	i	-5	-22%	-15%	-24%	-5%
O=C(O)c1cccc(-c2ccsc2)c1	i	-7%[88.5 µM]	-16	i	·	8%[87.6 µM]	1%[87.6 µM]
CNC(=O)[C@H]1O[C@@H](n2cnc3c(NCc4cccc(I)c4)ncnc32)[C@H](O)[C@@H]1O	·	-1%	·	·	·	12%	-6%
CC1CC(O)C2(C)C(C(=O)O)=CCCC2C1(C)CCc1ccoc1 (stereo not given)	·	i	4	·	·	·	-9%
CN1C[C@@H](NC(=O)CC(C)(C)C)C[C@H]1c1nc(-c2ccc3c(c2)OCO3)no1	?	-8%[88.5 µM]	-4	?	2%[172 µM]	-2%[87.6 µM]	?
CN1CCN(C(CNC(=O)c2ccc(F)cc2)c2ccc3c(c2)OCO3)CC1 (stereo not given)	·	·	25	·	·	13%	-27%

Copied from the results shown (two entries):
SMILES	HEK293 tox	GPT2 inhibitor	IP6K1 inhibitor	3T3 cytotox	FLuc inh	SNCA expr inhib	HEK293 viab
COc1ccc(-c2cc(N3CCC(NC(=O)c4cccc(C#N)c4)C3)n[nH]2)cc1 (stereo not given)	35µM*	?	2	?	-12%	1%	-12%
COc1ccc(Cn2c(=O)[nH]c3cccnc32)cc1	-19%[172 µM]	5%[88.5 µM]	0	-13%[138 µM]	-1%[172 µM]	3%[87.6 µM]	6%[87.6 µM]

These rows are one share of the data. The share of hits here may be higher or lower than overall.
